Screens from PubChem.
NPYLR7 ag: activates Aedes aegypti NPYLR7 receptor; actives 0.15% (n = 270,000); activation, % at 10 µM; HEK293T NPYLR7/Galpha15, GCaMP6s calcium fluorescence; in the data active = activation above about 40%;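 also: 0% = vehicle and 100% = reference agonist at the receptor; some compounds past the cut are filed as inactive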
mcGAS inh: inhibitors of mouse cGAS; recombinant cGAS, Kinase-Glo ATP depletion luminescence; inhibition, % at 12.5 µM; actives 0.15% (n = 160,000); AID 1259399;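 also: 0% = negative control wells and 100% = reference inhibitor with no enzyme activity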
hcGAS inh: blocks human cGAS activity | Q8N884 | recombinant h-cGAS, ATP depletion, Kinase-Glo luminescence | inhibition, % at 12.5 µM | actives 0.081% (n = 290,000) | AID 1259398;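 also: 0% = vehicle reaction and 100% = reaction without DNA for no activity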
Target sequence (Q8N884 whole entry, looked up): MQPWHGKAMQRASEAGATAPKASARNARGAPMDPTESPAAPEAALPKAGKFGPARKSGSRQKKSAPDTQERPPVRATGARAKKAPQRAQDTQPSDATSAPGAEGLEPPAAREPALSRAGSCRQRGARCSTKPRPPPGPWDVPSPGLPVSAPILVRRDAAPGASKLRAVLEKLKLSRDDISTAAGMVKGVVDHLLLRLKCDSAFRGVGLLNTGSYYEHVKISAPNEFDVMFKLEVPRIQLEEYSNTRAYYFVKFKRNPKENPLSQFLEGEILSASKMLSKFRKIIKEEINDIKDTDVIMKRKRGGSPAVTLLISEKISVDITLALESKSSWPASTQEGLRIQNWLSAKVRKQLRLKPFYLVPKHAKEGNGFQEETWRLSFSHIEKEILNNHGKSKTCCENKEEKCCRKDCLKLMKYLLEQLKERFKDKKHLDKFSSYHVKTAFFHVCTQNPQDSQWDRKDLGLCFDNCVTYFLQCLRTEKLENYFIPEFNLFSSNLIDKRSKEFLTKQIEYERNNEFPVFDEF
Starred values were filed as active, the others as inactive; / = no result given; & = joins results of further samples. Rule as the data show it, unless noted: active = inhibition above about 40%; inactive = the rest. An excerpt; the hit share may differ from the screen's.

SMILES | NPYLR7 ag | mcGAS inh | hcGAS inh
COCCNC(=O)CN1C(=O)CSC(c2ccc(F)cc2F)c2c(C(C)(C)C)nn(-c3ccc(C)cc3C)c21 (stereo not given) | 23 | -1 | -4
Cc1nnc(NC(=O)c2cccn(Cc3ccccc3C)c2=O)s1 | 16 | / | -10
CCC1C2CC3C4N(C)c5ccccc5C45CC(C2C5O)N3[C@@H]1O (stereo not given in full) | -2 | -3 | -2
COc1cc(OC)c(OC)cc1C=NNP(=S)(c1ccccc1)c1ccccc1 | -1 | / | -6
CN1CCC(c2c[nH]c3ccc(O)cc23)CC1 | 7 | -3 | -3
COc1ccc2c(c1)[C@]13CCCC[C@@H]1[C@H](C2)N(C)CC3 | -16&8 | / | -6&-8
COc1nc(NC(C)C)nc(NC(C)C)n1 | -8 | / | -5
CCNC(=O)C[C@@H]1N=C(c2ccc(Cl)cc2)c2cc(OC)ccc2-n2c(C)nnc21 | 3 | -10 | -7
Cc1ccc(Cn2cccc(C(=O)Nc3cc(C)on3)c2=O)cc1 | 16 | / | -5
O=C1NC(=O)C(C2CCS(=O)(=O)C2)C(=O)N1 (stereo not given) | 1 | / | 0
Cn1cnnc1CCC(=O)N1C[C@@H](c2ccccc2)[C@@H]2[C@H]1C1CCN2CC1 | 6 | / | -4
Cc1cccc(Cn2cccc(C(=O)Nc3ccccc3C#N)c2=O)c1 | 15 | / | -13
CCCCCCCC1c2c(c3ccccc3oc2=O)OC(=N)C1C#N (stereo not given) | 1 | / | -6
CCCN1C(=O)C2(CCCCC2)NC1c1cn(C)c(=O)n(C)c1=O (stereo not given) | -6 | -17 | -9
COc1cc(C=C2C(=O)NC(=S)NC2=O)cc(OC)c1OC | -1 | -4 | -4
Cc1cc(NC(=O)c2cccn(Cc3ccccc3Cl)c2=O)c2ccccc2n1 | 19 | / | -9
Oc1ccc(C2=CCN(CC(O)c3ccc(F)cc3)CC2)cc1 (stereo not given) | 1 | -1 | -1
Cc1ccc(C)c(Cn2cccc(C(=O)Nc3ccc(Cl)c([N+](=O)[O-])c3)c2=O)c1 | 21 | / | 1
CC(=O)c1cccc(CN2CCCC(C(=O)c3sccc3C)C2)c1 (stereo not given) | 12 | / | -11
CN(C)CCN(C)CCc1ccc(Cl)c(Cl)c1 | 3&-5 | -6 | -5&0
COc1cccc(C(CN2CCN(C(=O)COc3ccc(Cl)cc3)CC2)OCc2ccc(C#N)cc2)c1 (stereo not given) | 2 | -9 | -8
CNc1ncc(CN(C)c2cc(OC)ncn2)cn1 | 10 | / | -3
CC1=NN=C(c2ccc(N)cc2)c2cc3c(cc2C1)OCO3 | -6 | 2 | 5
CCOC(=O)C1(CCc2ccccc2)CCN(Cc2ccco2)CC1 | 3 | -3 | -4
CCC(O)Cn1cc(C2=CCN(Cc3c(F)cc(F)cc3F)CC2)cn1 (stereo not given) | 1 | / | -3

Individual results from the list.
Under hcGAS inh, `COc1cc(C=C2C(=O)NC(=S)NC2=O)cc(OC)c1OC` is entered as -4
Under NPYLR7 ag, `COc1cccc(C(CN2CCN(C(=O)COc3ccc(Cl)cc3)CC2)OCc2ccc(C#N)cc2)c1` (stereo not given) is entered as 2

The list continues:
SMILES | NPYLR7 ag | mcGAS inh | hcGAS inh
CC1(C)C2SCC(=O)N2CCN1CC(=O)NN (stereo not given) | 2 | -4 | 1
CC1C(c2ccccc2)=NOC(C)(C(=O)c2ccc(Br)cc2)N1O (stereo not given) | 1&15 | -2 | 4&-3
COC(=O)c1ccc(COC(CN2CCN(C(=O)Cc3cccs3)CC2)c2ccc(Cl)cc2)cc1 (stereo not given) | -3 | -6 | -3
CCN1C(=O)C2(c3ccccc31)c1c(cc(C)[nH]c1=O)OC(=N)C2C(=O)OC (stereo not given) | -3 | -9 | 1
CN[C@@H]1C[C@@H](c2ccc(Cl)c(Cl)c2)c2ccccc21 | -11&5 | -3 | -8&-7
O=c1[nH]c(CN2CCC3CCCCC3C2)nc2ccsc12 (stereo not given) | 2 | -5 | -2
CN(Cc1cccnc1)c1ccc(C#N)c(C(F)(F)F)c1 | 17 | -16 | -7
O=C(O)c1ccc(NC(=O)N2C[C@H]3C[C@@H](C2)c2cccc(=O)n2C3)cc1 | 3 | -5 | -2
Cc1cc2ccccn2c1C(=O)c1ccc(S(=O)(=O)N(CCCl)CCCl)cc1 | -3 | -3 | -1
O=C(CN1CCOCC1)c1ccc(O)cc1O | -3 | / | -1
CNC(C)c1nc2ccccc2c(=O)n1-c1ccccc1Cl (stereo not given) | 10 | / | -5
CCOP(=O)(OCC)C(NC(=O)OC)C(F)(F)F (stereo not given) | -1 | / | -5
O=C(CN1CN(c2ccccc2)C2(CCNCC2)C1=O)N1CCCC1 | -6 | -6 | -8
O=S(=O)(c1ccccc1OC(F)(F)F)N1CCN(CCOC(c2ccccc2)c2ccc(F)c(F)c2)CC1 (stereo not given) | 1 | -7 | -8
CC(C)n1cnc2c(C(=O)N[C@H]3CN4CCC3CC4)cc(Cl)cc21 | 1 | / | -4
Cc1cccc(OCC(=O)N2CCCN3CCC[C@H]3C2)c1C | -4 | / | -7
O=C(Nc1ccc(CC(=O)N2CCN3CCNC(=O)C3C2)cc1)C1CC1 (stereo not given) | / | -12 | -9
CCCCC/C=C\C/C=C\C/C=C\C/C=C\CCCC(=O)NCC(=O)O | 5 | 3 | 6
O=S(=O)(c1ccccc1OC(F)(F)F)N1CCN(CCOC(c2ccccc2)c2ccccc2)CC1 | 2 | -3 | 1
NS(=O)(=O)c1ccc(NC(=O)c2cccn(Cc3ccccc3Cl)c2=O)cc1 | 11 | / | -3
COc1ccc(-n2nc(C(C)(C)C)c3c2N(CC(=O)NC2CC2)C(=O)CSC3c2ccccc2C)cc1 (stereo not given) | 20 | -3 | -4
C[C@@H]1CN(C2CCC(C#N)(c3ccc(F)cc3)CC2)CC[C@]1(C(=O)O)c1ccccc1 (stereo not given in full) | 5 | / | -3
N[C@@H](Cn1ccc(=O)[nH]c1=O)C(=O)O | 2 | -5 | 0
CN1CCN(C)C2(CCN(c3ccc(Cl)cn3)CC2)C1 | 16 | -7 | -9
O=[P+](Cc1ccccc1)Cc1ccccc1 | -1 | -4 | 2

Seven neighbouring records already listed, for reference:
SMILES | NPYLR7 ag | mcGAS inh | hcGAS inh
CC1(C)C2SCC(=O)N2CCN1CC(=O)NN (stereo not given) | 2 | -4 | 1
CC1C(c2ccccc2)=NOC(C)(C(=O)c2ccc(Br)cc2)N1O (stereo not given) | 1&15 | -2 | 4&-3
COC(=O)c1ccc(COC(CN2CCN(C(=O)Cc3cccs3)CC2)c2ccc(Cl)cc2)cc1 (stereo not given) | -3 | -6 | -3
CCN1C(=O)C2(c3ccccc31)c1c(cc(C)[nH]c1=O)OC(=N)C2C(=O)OC (stereo not given) | -3 | -9 | 1
CN[C@@H]1C[C@@H](c2ccc(Cl)c(Cl)c2)c2ccccc21 | -11&5 | -3 | -8&-7
O=c1[nH]c(CN2CCC3CCCCC3C2)nc2ccsc12 (stereo not given) | 2 | -5 | -2
CN(Cc1cccnc1)c1ccc(C#N)c(C(F)(F)F)c1 | 17 | -16 | -7

Returning to the listing with the three entries that preceded the break.
SMILES | NPYLR7 ag | mcGAS inh | hcGAS inh
N[C@@H](Cn1ccc(=O)[nH]c1=O)C(=O)O | 2 | -5 | 0
CN1CCN(C)C2(CCN(c3ccc(Cl)cn3)CC2)C1 | 16 | -7 | -9
O=[P+](Cc1ccccc1)Cc1ccccc1 | -1 | -4 | 2
c1ccc(O[C@@H]2CN[C@H]3Cc4c(oc5ccccc45)[C@@H]2C3)nc1 | -3 | 0 | 5
COc1cc(CC(=O)N2CCCC(N3CCC(CO)CC3)C2)cc(OC)c1 (stereo not given) | -2 | -1 | -3
C=CCNC(=O)CN1CN(c2ccccc2)C2(CCNCC2)C1=O | -4 | -6 | -8
CC(C)(C)c1ccc(CNCC(O)c2ccc(F)cc2F)cc1 (stereo not given) | 5 | -4 | -9
COCC1(C(=O)NC2CN3CCC2CC3)CCC1 (stereo not given) | 6 | -8 | -2
O=C(NCNC(=O)NC1C(=O)NC(=O)N1CO)NC1C(=O)NC(=O)N1CO (stereo not given) | 4 | / | -9
CCC(C)Oc1cccc2c1cc(C(=O)N1CCC3(CC1)OCCO3)n2Cc1ccccc1 (stereo not given) | / | -3 | 0
COc1ccc(C2NCc3ccc4c(c3-n3cccc32)OCO4)cc1 (stereo not given) | -4 | / | -8
O=C(c1nn(Cc2ccc(S(=O)(=O)N3CCCc4ccccc43)cc2)c2ccccc12)N1CCN(C(=O)C2CCCO2)CC1 (stereo not given) | 10 | -4 | -6
O=C1NC(=O)N(c2ccccc2)C(=O)/C1=C\c1ccco1 | -3 | -6 | -1
CCOC(=O)C(N=Nc1ccccc1Cl)=C(O)CSP(=S)(OCC)OCC | -2 | -5 | -7
NCc1cc(=O)[nH]o1 | 1 | -3 | 1
COC(=O)c1cc(C)n(C2CN3CCC2CC3)c1C (stereo not given) | 5 | -11 | -5
CC1(C)C(C=C(Cl)Cl)C1C(=O)OC(C#N)c1cccc(Oc2ccccc2)c1 (stereo not given) | -5 | / | -3
C=CCCC(=O)N1C[C@H](C(=O)OCC)[C@H]2c3ccccc3N(C)C(=O)[C@]21C | -1 | -9 | -4
CC(C)(NC(=O)c1cccs1)C(=O)NCCc1cnc[nH]1 | 10 | / | -7
O=C1NC2(CCNCC2)Nc2ccc(I)cc21 | -1 | / | -2
N#CC(C#N)=Cc1ccc(Cl)c(Cl)c1 | 2 | 9 | -7
O=C(NCc1cccc(OC(F)(F)F)c1)c1cn(C2CCCCC2)nn1 | 18 | / | -9
CC(=O)O[C@H]1CC[C@@]2(C)C(=CCC3C2CC[C@]2(C)C(=O)CCC32)C1 (stereo not given in full) | -9 | / | 2
CCN(CC)P(=S)(c1c(C)n(CC)c2cccc[n+]12)N(CC)CC | 5 | / | -7
CC(C)(C)c1nn(-c2cccc(Cl)c2)c2c1C(c1ccccc1Cl)SCC(=O)N2CC(=O)N1CCOCC1 (stereo not given) | / | -5 | -4
O=C(NC[C@H]1C[C@H]2C=C[C@H]1C21CC1)c1cn(C2CCCCC2)nn1 | 11 | / | -11
O=C1NC(=S)NC(=O)C1=Cc1ccc(Cl)cc1 | -2 | / | -5
c1nc(N2CCNC3(CCCCC3)C2)c2c3c(sc2n1)CCC3 | 1&5 | / | 4&-6

The list continues.
SMILES | NPYLR7 ag | mcGAS inh | hcGAS inh
CN1C2CCC1CN(c1ccncc1Cl)CC2 (stereo not given) | -1 | / | -18
O=[N+]([O-])NC1=NCN(Cc2ccccc2)CN1Cc1ccccc1 | 19 | -8 | -6
CC1(C)CC(=O)c2sc(N[N+](=O)[O-])nc2C1 | -6 | / | -7
N#CC1(c2ccccc2)CCN(C(=O)c2cccnc2Oc2ccc(Cl)cc2)CC1 | -14 | / | -3
CCCN(CCC)c1ccc(C=C2C(=O)NC(=S)NC2=O)cc1 | 1 | 0 | -2
O=C(NCCCN1CCOCC1)C(C1CCCC1)N1CCN(C(=O)COc2ccc(Cl)cc2)CC1 (stereo not given) | -7 | -3 | -1
O=C(c1coc2ccccc12)N1C[C@@H](c2ccccc2)[C@@H]2[C@H]1C1CCN2CC1 | 5 | / | -5
NC(=O)C(c1ccccc1)N1CC=C(c2ccccc2)CC1 (stereo not given) | 12 | -7 | -13
NCCc1cccc(-c2ccc(F)cc2Cl)c1 | 1 | / | -5
Cc1ccnc(CC(C)N(C)CCCn2nc(C)cc2C)c1 (stereo not given) | -6 | -13 | -5
COCCn1c(-c2ccc(C)cc2)cc(C(=O)O)c1C | 3 | -6 | -1
CCOP(=S)(OCC)Oc1cc(C)nc(C(C)C)n1 | -3 | / | -2
CCCn1cc(C(=O)NC(C)C2=CCCCC2)c(C)n1 (stereo not given) | / | -11 | -8
COC(=O)c1cc(NC(=O)N2CCN(CCOC(c3ccccc3)c3cccc(C(F)(F)F)c3)CC2)cc(C(=O)OC)c1 (stereo not given) | -2 | -5 | -3
CCOC(=O)C1C(=N)Oc2n[nH]c(C)c2C12C(=O)N1c3c(cc(C)cc32)C(C)CC1(C)C (stereo not given) | -7 | / | -1
COCc1nc(N2C[C@H]3CNC[C@H]3C2)c2cnn(C)c2n1 | 0 | / | -6
COc1ccc(Cc2c(O)[nH]c(=O)[nH]c2=O)c(OC)c1 | -1 | / | -2
O=C(Cc1cccs1)N1CCN(C(c2ccc(F)cc2)c2ccc(F)cc2)CC1 | 0 | -6 | -6
O=C1NC(=O)C(=Cc2ccc(-c3ccc([N+](=O)[O-])cc3)o2)C(=O)N1 | -4 | 1 | 3
COc1ccc2c(c1)C13CCCCC1C(C2)N(C)CC3 (stereo not given) | -5 | -6 | -2
CC(C)C12CN3CN(C1)CC(C(C)C)(C3)C2O (stereo not given) | / | -3 | -3
NC(=O)OCCCc1ccccc1 | -6 | / | -6
CC(C)(C)c1ccc(-c2cn(C[C@H]3CC4CCN3C[C@@H]4C(=O)NCc3ccc4c(c3)OCO4)nn2)cc1 (stereo not given in full) | -6 | -10 | -4
CCCC1=C(C(=O)OCC)C2(C(=O)Nc3ccccc32)C(C(=O)OC(C)C)C(=N)O1 (stereo not given) | -2 | -4 | -2
Cn1nc(-c2ccccc2)c2c1N(CC(=O)N1CCCC1)C(=O)CSC2c1ccc(F)cc1F (stereo not given) | 1 | 1 | -1
CCOC(=O)[C@H]1CN(C(=O)Cc2ccccc2)[C@]2(C)C(=O)N(CC(=O)N(C)C)c3ccccc3[C@H]12 | 21 | -6 | 6
Cc1ccccc1Cn1cccc(C(=O)Nc2ccc(Cl)c([N+](=O)[O-])c2)c1=O | 12 | / | -16
CCC(C)C(=O)O[C@H]1[C@H](O)C2C(CN3CC(C)CCC3[C@@]2(C)O)C2C[C@]34O[C@]5(O)C(OC(=O)C(C)(O)CC)CC[C@@]3(C)C5C(OC(C)=O)[C@@H](OC(C)=O)C4[C@@]21O (stereo not given in full) | -11 | / | 1
CCC(CC)(CN)c1ccccc1 | 16 | / | -6
COC(=O)C1C(=N)Oc2cc(C)[nH]c(=O)c2C12C(=O)N(CC(N)=O)c1ccccc12 (stereo not given) | -1 | -8 | -1
